All columns: NCI-60 one-dose screen, growth in % after 48 h at 10 µM unless noted; 100 = growth as untreated, 0 = no growth, -100 = all killed.
T-47D: T-47D breast cancer; 79,000 tested, 5% active; AID 1794792
BT-549: BT-549 breast cancer | AID 1794793 | 78,000 tested, 4.4% active
LOX IMVI: LOX IMVI melanoma; 79,000 tested, 7.4% active; AID 1794757
MDA-MB-435: MDA-MB-435 melanoma. 82,000 tested, 7.8% active
SK-MEL-5: SK-MEL-5 melanoma. AID 1794755. 80,000 tested, 6.4% active
HS 578T: HS 578T breast cancer. 78,000 tested, 4.1% active. AID 1794788
SK-MEL-28: SK-MEL-28 melanoma; AID 1794761; 81,000 tested, 4.1% active
SK-MEL-2: SK-MEL-2 melanoma; 77,000 tested, 4.7% active
Starred values were filed as active, the others as inactive; . = no result given; & = joins results of further samples. Rule for the calls: active = growth percent below 10; inactive = the rest.

SMILES	T-47D	BT-549	LOX IMVI	MDA-MB-435	SK-MEL-5	HS 578T	SK-MEL-28	SK-MEL-2
O=[N+]([O-])c1cc(I)c(Br)c(-c2cc([N+](=O)[O-])cc(I)c2Br)c1	106	111	96	103	99	106	108	111
CCN(CC)CCCNc1nc(SC)nc(-c2cccc(N)c2)c1C#N	98	102	96	95	98	101	108	109
COc1ccc2cc(-c3ccc(C(=O)NN)c(C)n3)ccc2c1	80	89	88	100	102	99	94	102
CC(C)N(C(=O)CSc1nc2c([nH]1)c(=O)n(C)c(=O)n2C)c1ccccc1	99	120	96	105	114	111	121	88
c1ccc(CCNc2ccnc3ccccc23)cc1	53	80	85	80	55	103	93	87
Oc1[nH]c2ccccc2c1N=Nc1n[nH]c(=S)n1/N=C/c1cc(-c2ccccc2)cs1	100	.	108	98	94	97	111	106
Nc1cc(-c2ccc(Cl)cc2)nn1-c1nc(-c2ccccc2)cs1	92	97	97	104	98	94	100	99
NNc1nc2ccccc2s1	97&98	93&99	99&86	104&106	92&91	102&101	108&112	103
Cc1cnc(SCc2ccc(F)cc2)nc1N(C)C	99	102	104	116	92	141	113	119
CCCCCCCC(C)NCCOC(=O)c1ccc([N+](=O)[O-])cc1 (centres undefined)	103	97	92	103	108	.	107	94
CNS(=O)(=O)N1CCc2c(Br)c3c(c(OC)c2C1CCc1ccccc1)OCO3 (centres undefined)	6.7*	-69*	-95*	-68*	-100*	-22*	-78*	-66*
COc1ccc(/C=C(\c2cc(OC)c(OC)c(OC)c2)c2nnc(-c3ccccc3)o2)cc1	65	87	85	55	75	82	87	85
CC1(C)[C@H]2CC[C@@]1(C)C(=O)C2	112	108	102	92	98	116	142	.
COc1cc([C@@H]2c3cc4c(cc3[C@H](SC(=N)N)[C@H]3COC(=O)[C@H]23)OCO4)cc(OC)c1OC	59	22	16	-31*	-30*	34	64	31
O=[N+]([O-])c1ccc2cn(C3OC(CO)C(O)C3O)nc2c1 (centres undefined)	112	90	100	103	99	101	99	105
N#Cc1c(-c2ccccc2)c2c(N)nn(-c3ccccc3)c2oc1=O	100	97	.	102	102	97	106	106
CCCCCCCC/C=C/CCCCCCCC(=O)OCCN1C(=O)c2ccccc2C1=O	99	96	103	106	105	95	107	114
CC(=O)n1cc(/C=C2\N=C(c3ccc(Cl)cc3)N(c3ccc(S(=O)(=O)Nc4nccs4)cc3)C2=O)c2ccccc21	55	93	93	77	80	72	82	89
Cc1cc2nc3c4cc(Cl)ccc4n(CC(=O)NCCN(C)C)c3nc2cc1C	82	88	.	68	90	72	-89*	112
O=c1cc(-c2nn[nH]n2)[nH]c(=O)[nH]1	108	115	99	100	104	101	107	107
Clc1ccccc1C=Nc1n[nH]c(Nc2ccccc2)c1-c1nc2ccccc2s1	98	100	93	100	100	.	106	125
COc1ccc(CN2CCc3c(NCc4ccccc4)nc(N)nc3C2=O)c(OC)c1	72	90	81	82	75	81	93	90
O=c1cc(-c2ccccc2O)oc2c(O)c(O)ccc12	101	89	95	100	102	109	103	114
Cc1cc(NS(=O)(=O)c2ccc(Nc3nc(/C=C/c4ccc(O)cc4)nc4ccccc34)cc2)no1	97	100	98	107	97	95	102	105
COc1cc(C2CC(c3ccc(C)cc3)=Nc3c(N)nc(N)nc3N2)ccc1Oc1nc(Nc2ccc(F)cc2)nc(N(C)C)n1 (centres undefined)	64	65	-78*	63	-100*	58	88	73
COc1cc2c(c(OC)c1OC)[C@]1(OCC[C@H]1C)c1cccc(OC)c1-2	93	100	95	98	97	92	109	106
O=C(Nc1ccccc1)[C@H](O)[C@@H](O)C(=O)Nc1ccccc1	105	99	.	111	98	104	102	85
Nc1nc(=S)[nH]c(-c2ccc(Cl)cc2Cl)c1-c1ncn[nH]1	106	97	104	105	95	99	115	104
COc1ccc(Cl)cc1Nc1nc(-c2c(C)nc3ncccn23)cs1	76	82	80	86	69	84	100	88
CCCN[C@H]1CCc2nc(N)sc2C1	.	104	104	102	106	112	109	114
Fc1ccc(-c2cn3c(-c4c[nH]c5ccccc45)csc3n2)cc1	62	116	39	58	95	81	97	89
CCCS(=O)(=O)Nc1ccc(OCc2nnc(-c3ccc(OC)cc3)o2)c(F)c1	76	83	95	93	91	92	111	97
CC1=C(O)CCC(C)(C)\C1=C/C=C(C)/C=C/C=C(\C)C[C@H]([C@@H](C/C(C)=C/C=C/C(C)=C/C=C1/C(C)=C(O)CCC1(C)C)S(=O)(=O)O)S(=O)(=O)O	109	108	108	107	100	115	117	106
Nc1nn(C(=O)c2ccc(Cl)cc2)cc1-c1ccc(Cl)cc1	84	70	76	99	86	95	113	84
Cc1ccc(S(=O)(=O)OCC2OCOC3C(CI)OCOC23)cc1 (centres undefined)	.	.	100	88	101	87	108	95
O=c1oc2c(Br)cc(Br)cc2cc1-c1cc(-c2ccc(-c3cc(-c4cc5cc(Br)cc(Br)c5oc4=O)nc(-c4cc5cc(Br)cc(Br)c5oc4=O)c3)cc2)cc(-c2cc3cc(Br)cc(Br)c3oc2=O)n1	99	112	100	114	108	91	112	101
C=C1C(=O)O[C@H]2[C@H]1CC/C(COC(=O)NCc1c[nH]c3ccc(OC)cc13)=C\CC[C@@]1(C)O[C@@H]21	-52*	-24*	-60*	22	15	62	-24*	36
CC(=O)On1c(-c2ccccc2-c2nc3ccccc3n2OC(C)=O)nc2ccccc21	82	86	89	78	58	113	94	118
O=C(CCl)Oc1ccc(OC(=O)CCl)cc1	.	47	89	85	82	82	104	96
FC(F)(F)c1ccc(/C=N/Nc2nnc3n2N=C(c2ccc(Cl)cc2)CS3)cc1	66	58	83	71	76	8.3*	.	84

Single values from the entries so far.
`CC1=C(O)CCC(C)(C)\C1=C/C=C(C)/C=C/C=C(\C)C[C@H]([C@@H](C/C(C)=C/C=C/C(C)=C/C=C1/C(C)=C(O)CCC1(C)C)S(=O)(=O)O)S(=O)(=O)O` | SK-MEL-2: 106
`O=C(CCl)Oc1ccc(OC(=O)CCl)cc1` | BT-549: 47
`Nc1nn(C(=O)c2ccc(Cl)cc2)cc1-c1ccc(Cl)cc1` | SK-MEL-5: 86

The results go on:
SMILES	T-47D	BT-549	LOX IMVI	MDA-MB-435	SK-MEL-5	HS 578T	SK-MEL-28	SK-MEL-2
Cc1ccc(NC(=O)C23C4C5C2C2C3C4C52CN2CCN(C)CC2)cc1Nc1nccc(-c2cccnc2)n1 (centres undefined)	82	93	94	98	.	99	107	110
CCOP(=O)(CCCc1cc(OC)c2c(c1OC)OCO2)OCC	100	99	97	101	100	99	105	111
Cc1c2c(c(C#N)c(=O)n1Cc1ccccc1)CCCC2	77	111	84	108	98	81	102	101
Nc1nc2ccccc2nc1N	98&89	105&93	88&96	107&116	94&98	99&99	113&113	88&103
O=C(N/N=C/c1cc(Cl)ccc1O)c1ccccc1Nc1ccnc(C(F)(F)F)c1	8.9*	19	13	35	2.9*	75	59	91
CC(C)(C#N)c1cc(Cn2cncn2)cc(C(C)(C)C#N)c1	98	116	101	109	109	101	114	.
CCc1cc(-c2cc(CC)on2)no1	105	115	.	116	102	110	108	115
Cc1cc(C)n(C(=O)CSc2nc3sc(C(N)=O)c(C)c3c(=O)n2Cc2ccccc2)n1	89	97	.	105	.	99	110	111
Cc1ccccc1OCC(O)COc1ccccc1C	89	79	98	95	94	117	101	102
O=C1CCC(=O)c2ccc3c4c(ccc1c24)CC3	97	105	95	102	106	98	103	102
COc1ccc(-c2cc(-c3ccc(Cl)cc3)nc(SCCCCCCC(=O)O)n2)cc1OC	108	106	96	104	97	107	107	109
CO/C=C/CC/C(C)=C/CC/C(C)=C/CCc1ccoc1	97	117	.	99	102	103	99	120
CC(=O)Nc1cc(C(C)C)c(I)cc1C	101	97	96	97	93	100	103	86
CC(C)(C)c1cc([N+](=O)[O-])c(O)c([N+](=O)[O-])c1	68	94	91	104	99	100	113	88
O=[N+]([O-])c1ccc(/C=N/n2cnnc2)cc1	.	97	97	98	98	87	103	99
O=C(Nc1ccccc1)c1cc(Cl)ccc1O	23	57	80	39	7.8*	29	56	-6.3*
O=C1COCCN1c1ccc(NCc2cn(C(=O)c3ccc(Cl)cc3)c3ccccc23)cc1	-13*	42	77	93	25	73	97	61
CC(C)(C)NC(=O)C1(N2C(=O)c3ccccc3C2=O)CCCC1	118	96	99	110	100	110	105	100
Fc1cc(CCOc2ncc(Cl)c(-n3cnc4ccccc43)n2)ccn1	101	89	101	98	98	96	118	113
CC(=O)NCCOC(=O)c1ccccc1	104	.	102	113	107	112	111	.
Cc1c(N=Cc2ccc(/C=C3/SC(=O)NC3=O)cc2)c(=O)n(-c2ccccc2)n1C	111	99	60	103	99	119	112	90
CSc1nc(NC=O)cc(=O)[nH]1	95	178	104	119	110	115	112	105
COc1cccc(-c2nn(-c3ccccc3)cc2-c2ccnc(NCCCNC(=O)c3cccc(C(F)(F)F)c3)c2)c1	-20*	1.6*	28	25	-64*	34	50	33
COc1cc2cc(Oc3ccc(NC(=O)Nc4ccc(Cl)c(C(F)(F)F)c4)cc3)c(C)nc2cc1OC	21	-39*	-81*	-26*	-73*	2.5*	-36*	-50*
CCOC(=O)c1cnc2ccc(C)cc2c1Nc1cccc(S(=O)(=O)NC)c1	83	102	96	102	95	91	119	103
CCO/C=N/C1=C(C#N)C(c2ccc(Br)cc2)c2sc3c(F)cccc3c2O1 (centres undefined)	82	124	80	100	100	99	112	112
COc1cc2c(c(OC)c1OC)C(=O)CC(c1cccc(NC(=O)[C@H](C)NC(=O)OC(C)(C)C)c1)O2 (some centres undefined)	99	116	91	100	100	121	108	110
OC(CNc1ccnc2cc(Cl)ccc12)CNC1CCCCC1 (centres undefined)	66	70	73	52	15	84	23	92
Cc1ccc2c(C(C[N+](=O)[O-])c3ccco3)c(-c3ccccc3)[nH]c2c1 (centres undefined)	16	53	24	-34*	36	16	60	9.6*
CC(C)N=C=NC(C)C	98	107	96	103	103	110	102	100

Structures shown so far that contain a furan ring, fused or not (2):
SMILES	T-47D	BT-549	LOX IMVI	MDA-MB-435	SK-MEL-5	HS 578T	SK-MEL-28	SK-MEL-2
CO/C=C/CC/C(C)=C/CC/C(C)=C/CCc1ccoc1	97	117	.	99	102	103	99	120
Cc1ccc2c(C(C[N+](=O)[O-])c3ccco3)c(-c3ccccc3)[nH]c2c1 (centres undefined)	16	53	24	-34*	36	16	60	9.6*

Complete entries from above. Screens in order: T-47D | BT-549 | LOX IMVI | MDA-MB-435 | SK-MEL-5 | HS 578T | SK-MEL-28 | SK-MEL-2
Entry for CC(=O)Nc1cc(C(C)C)c(I)cc1C = 101 | 97 | 96 | 97 | 93 | 100 | 103 | 86
Entry for CSc1nc(NC=O)cc(=O)[nH]1 = 95 | 178 | 104 | 119 | 110 | 115 | 112 | 105

(continued)
SMILES	T-47D	BT-549	LOX IMVI	MDA-MB-435	SK-MEL-5	HS 578T	SK-MEL-28	SK-MEL-2
O=C1N(Cc2ccccc2)c2ccccc2S(=O)(=O)N1c1cccnc1Cl	69	77	97	107	81	103	96	102
CC(C)(C)OC(=O)N1C(=O)c2c(c3c4cc(Br)ccc4[nH]c3c3ccc4ccccc4c23)C1=O	102	105	100	106	100	120	99	127
COc1ccc(-c2csc(Nc3ccc(S(=O)(=O)Nc4cc(C)on4)cc3)n2)cc1OC	108	81	101	95	104	98	110	115
Cc1nn(-c2ccccc2)c2c1N=c1s/c(=C\c3cn(-c4ccccc4)nc3-c3ccc(Cl)cc3)c(=O)n1CN2	89	98	94	99	87	115	119	.
Clc1ccc(Cn2cc(CSc3nc4ccccc4o3)nn2)cc1Cl	87	93	98	106	105	106	102	97
O=C1c2ccccc2C(=O)N1CC1CO1 (centres undefined)	98	105	94	113	105	118	109	94
O=C(CN1CCN(c2cc(=O)n(-c3ccccc3)c3ccccc23)CC1)Nc1ccc(Br)cc1	66	100	93	93	69	94	100	93
NNC(=O)c1ccc(Nc2ncnc3c2cnn3-c2cccc(F)c2)cc1	92	102	98	105	100	95	103	108
CN1C(=O)N(C)C2C1NN=c1s/c(=C\c3c[nH]c4ccccc34)c(=O)n12 (centres undefined)	83	12	22	102	.	19	69	53
COc1cc2oc(-c3cccc(C(=O)Nc4ccc(Cl)cc4)c3)cc(=O)c2c(OCCNC(=O)[C@@H](N)CCC(=O)O)c1OC	74	84	.	89	84	89	79	104

Some of these compounds in order of formula weight, rising.
SMILES	T-47D	BT-549	LOX IMVI	MDA-MB-435	SK-MEL-5	HS 578T	SK-MEL-28	SK-MEL-2
CN1C(=O)N(C)C2C1NN=c1s/c(=C\c3c[nH]c4ccccc34)c(=O)n12 (centres undefined)	83	12	22	102	.	19	69	53
O=C(CN1CCN(c2cc(=O)n(-c3ccccc3)c3ccccc23)CC1)Nc1ccc(Br)cc1	66	100	93	93	69	94	100	93
Cc1nn(-c2ccccc2)c2c1N=c1s/c(=C\c3cn(-c4ccccc4)nc3-c3ccc(Cl)cc3)c(=O)n1CN2	89	98	94	99	87	115	119	.

More structures follow:
SMILES	T-47D	BT-549	LOX IMVI	MDA-MB-435	SK-MEL-5	HS 578T	SK-MEL-28	SK-MEL-2
NC(N)=Nc1nc2ccccc2n2c1nc1ccccc12	41	83	21	33	59	44	82	70
O=C1NC(=S)N[C@@H]1CC(=O)n1c(-c2ccccc2)nc2ccccc21	93	95	92	103	100	97	107	107
c1ccc(CNc2nc(NCc3ccccn3)c3ccccc3n2)nc1	95	119	.	105	104	.	106	114
CCCC(=O)Nc1ccc(OC)cc1	111	111	108	105	101	104	109	115
CN1C(=O)N(C)C2C1NN=c1s/c(=C\C(=O)O)c(=O)n12 (centres undefined)	108	91	102	107	108	110	102	100
CN(C)C(=N)OCc1ccccc1	96	138	99	101	110	116	113	103
CCOc1nc(OCC)c2cnn(C)c2n1	106	99	108	115	103	154	205	.
CN1C(=O)CCC1C(=O)NCc1cc(C(F)(F)F)ccc1Cl (centres undefined)	92	109	96	102	.	92	.	104
CSc1nc(C(=O)O)c(C)c(=O)[nH]1	96	80	98	101	94	102	101	100
COc1cc(C2=C(c3cn(C)c4ccccc34)COC2=O)cc(OC)c1OC	23	17	2.9*	-60*	0.4*	-6.3*	21	28
C[N+]1=C(/C=C/c2ccc(O)c3ncccc23)C(C)(C)c2ccccc21	24	81	40	60	1.1*	49	52	45
